Screens deposited in PubChem by Sanford-Burnham Center for Chemical Genomics.
mIAP block: blocks mouse intestinal alkaline phosphatase; purified mouse IAP, CDP-Star luminescence, 30 min; inhibition, % at 10 µM; 0.2% of 330,000 active; AID 2806;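 active means inhibition of at least 40% at 10 µM in the primary screen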;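 further: plate controls were DMSO with enzyme for no effect and no enzyme wells for full effect; values of inactives mirror those of a sister screen read the other way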
APOBEC3A inh: human APOBEC3A DNA deaminase inhibition | P31941 | recombinant A3A, FAM/TAMRA ssDNA deamination fluorescence | inhibition, % at 20 µM | 0.41% of 330,000 active | AID 493011;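 active means at least 40% inhibition at 20 µM here, with at most 30% in a related deaminase screen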;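 further: plate controls were A3A with DMSO for no effect and wells lacking A3A enzyme for full effect; some results filed as inactive read as strong as hits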
Target sequence (P31941 whole entry, looked up): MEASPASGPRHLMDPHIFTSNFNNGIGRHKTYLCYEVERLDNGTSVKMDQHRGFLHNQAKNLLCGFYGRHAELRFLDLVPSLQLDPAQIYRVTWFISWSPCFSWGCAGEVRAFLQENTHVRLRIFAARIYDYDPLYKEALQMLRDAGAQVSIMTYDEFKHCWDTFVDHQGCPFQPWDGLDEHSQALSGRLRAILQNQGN
ATG4B inh: blocks human ATG4B protease cleavage of LC3 substrate; 0.51% of 340,000 active; inhibition, % at 8.33 µM; ATG4B cleavage of LC3-PLA2, NBD-HPC fluorescence, 1 h; AID 504462; Q9Y4P1; in the data active means inhibition above about 40%
hIAP act: human IAP activation | activation factor at 10 µM | P09923 | 0.16% of 330,000 active | purified human IAP, CDP-Star luminescence, 30 min; active compounds read high; 1 = vehicle-only enzyme, 0 = enzyme-free background;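 active means activation factor of the enzyme at least 2-fold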; further: the source names both 10 and 20 µM as test concentration; values of inactives mirror those of a sister screen read the other way
Target sequence (P09923 whole entry, looked up): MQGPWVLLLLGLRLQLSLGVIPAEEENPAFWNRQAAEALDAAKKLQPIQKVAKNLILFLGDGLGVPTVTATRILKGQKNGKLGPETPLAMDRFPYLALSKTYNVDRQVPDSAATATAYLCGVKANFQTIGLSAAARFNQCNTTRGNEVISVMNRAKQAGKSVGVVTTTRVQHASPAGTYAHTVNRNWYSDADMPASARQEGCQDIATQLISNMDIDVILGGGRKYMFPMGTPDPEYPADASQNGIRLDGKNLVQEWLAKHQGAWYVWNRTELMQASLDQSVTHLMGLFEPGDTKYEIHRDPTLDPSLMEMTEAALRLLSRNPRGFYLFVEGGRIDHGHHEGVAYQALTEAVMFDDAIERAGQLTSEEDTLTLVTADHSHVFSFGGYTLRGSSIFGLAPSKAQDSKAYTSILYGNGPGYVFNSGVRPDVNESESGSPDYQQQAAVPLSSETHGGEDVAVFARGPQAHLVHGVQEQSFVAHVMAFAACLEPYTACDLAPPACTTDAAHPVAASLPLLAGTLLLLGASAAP
mIAP act: mouse IAP activation; 0.24% of 330,000 active; muIAP, CDP-Star luminescence, 30 min; active compounds read high; 1 = vehicle-only enzyme signal, 0 = enzyme-free wells; activation factor at 10 µM; AID 2805;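 active means activation factor of at least 2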; further: the source names both 10 and 20 µM as test concentration; values of inactives mirror those of a sister screen read the other way
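System: Mouse IAP enzyme | Also added: CDP-Star substrate | Dosing: Compounds dispensed in DMSO | Schedule: 30 min enzyme-substrate-compound incubation at room temperature | Technique: Chemiluminescence readout | Control set: DMSO-only wells and no-enzyme negative control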
APOBEC3G inh: APOBEC3G (human) deaminase inhibition | recombinant A3G, ssDNA deamination FAM/TAMRA fluorescence | Q9HC16 | 0.28% of 330,000 active | inhibition, % at 20 µM;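 active means inhibition of at least 40% at 20 µM, with no more than 30% in the related APOBEC3A deaminase screen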;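 further: plate controls were DMSO wells with A3G for no effect and wells lacking A3G enzyme for full effect; some compounds called inactive have numbers as strong as hits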
Target sequence (Q9HC16 whole entry, looked up): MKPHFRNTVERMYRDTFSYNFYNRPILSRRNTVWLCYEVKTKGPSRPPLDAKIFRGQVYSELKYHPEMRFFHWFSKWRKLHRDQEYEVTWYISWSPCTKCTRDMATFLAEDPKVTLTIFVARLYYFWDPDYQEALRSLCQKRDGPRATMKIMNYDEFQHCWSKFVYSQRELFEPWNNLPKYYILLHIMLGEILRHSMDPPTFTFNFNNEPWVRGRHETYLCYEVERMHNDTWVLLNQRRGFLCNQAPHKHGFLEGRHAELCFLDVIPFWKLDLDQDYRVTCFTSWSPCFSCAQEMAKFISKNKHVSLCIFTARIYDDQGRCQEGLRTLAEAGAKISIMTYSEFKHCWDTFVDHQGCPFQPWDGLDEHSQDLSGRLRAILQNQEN
beta cell repl: MIN6 beta-cell proliferation induction | MIN6 cells proliferation, ATPlite luminescence, 48 h; cells starved in 0.2% serum; 100% = growth in 10% serum | proliferation, % at 10 µM | 0.29% of 330,000 active | AID 2380;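 active means compounds whose signal lies at least 3.5 SD above the mean of all wells on their plate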;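 further: 0% = DMSO-treated cells in low-serum medium and 100% = 10% serum control; some compounds called inactive have numbers as strong as hits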
hIAP inh: blocks human intestinal alkaline phosphatase; 0.12% of 330,000 active; P09923; purified IAP, CDP-Star luminescence, 30 min; inhibition, % at 10 µM;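 active means inhibition reaching a set limit with compound at 10 µM in the primary screen, cut at about 35% in these data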;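 further: plate controls were DMSO wells with enzyme for no effect and no-enzyme buffer wells for full effect; values of inactives mirror those of a sister screen read the other way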
MPTP inh: permeability transition pore inhibition. AID 602449. inhibition, % at 10 µM. 1.4% of 360,000 active. isolated mouse mitochondria, Ca2+ swelling absorbance, 30 min;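 active means inhibition of 50% or more, scaled per plate between neutral and stimulator controls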;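 further: 0% = DMSO wells given calcium and 100% = 1 mM EGTA wells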
An asterisk follows results filed as active; . = not tested or not shown; & = joins results of further samples. Rows are unselected. Share with any hit: about 3.3%.

SMILES	mIAP block	APOBEC3A inh	ATG4B inh	hIAP act	mIAP act	APOBEC3G inh	beta cell repl	hIAP inh	MPTP inh
Cc1ccc(C)c(C(=O)CN2C(=O)NC3(CCCCCCC3)C2=O)c1	-7	7	-3	1	1.1	4	1	-4	-0.4
OC(CNCC(c1ccco1)N1CCCCC1)c1ccccc1 (configuration not stated)	0	2	-3	1	1	1	-1	-2	-1.6
O=C(O)C1CCN(C(=O)c2ccco2)CC1	5	-1	10	1	0.95	-6	4	0	-1.0
CN(C)CCCNC(=O)C[C@H]1C[C@H](C(=O)N2CCOCC2)[C@@]2(CCC3CCCC3)c3[nH]c4cc(CCC(=O)N(C)C)ccc4c3CCN2C1=O	-15	6	.	.	1.1	1	.	.	3.9
O=C(c1ccco1)N1CCN(c2ccccc2F)CC1	-19	7	-3	0.97	1.2	2	-3	3	-1.2
COCC1CCN(C(=O)C2CCC(=O)N(Cc3ccc(Cl)cc3)C2)CC1 (configuration not stated)	10	-4	-10	1	0.9	-9	0	0	2.8
Cc1ccc(N2C(=O)N(CC(=O)NC(N)=O)C(=O)C2C)cc1 (configuration not stated)	-16	-3	-7	1	1.2	-2	1	-4	-3.4
Cn1c(NNC(=O)c2c(F)cccc2F)cc(=O)n(C)c1=O	-10	1	0	1.1	1.1	-1	-1	-10	0.7
Cc1sc(NC(=O)Cc2ccc3c(c2)OCO3)nc1-c1ccc2c(c1)CCN2C(=O)c1ccc(F)cc1	11	-2	15	0.91	0.89	-4	-1	9	1.0
Cc1c(C(=O)C(=O)NCC2CCCO2)c2ccccc2n1C (configuration not stated)	1	-3	2	0.99	0.99	-5	-2	1	0.7
Cc1ccccc1C(=O)Nc1sc(C)c(C)c1C(=O)c1ccccc1	10	5	41*	0.89	0.9	28	-6	11	2.3
C=CCNC(=S)N1CCN(Cc2ccccc2)CC1	-6	2	-1	1.2	1.1	-3	-3	-17	-0.6
CCc1ccccc1NC(=O)c1ccc(CN2CCC(Cc3ccccc3)CC2)cc1	-16	-1	6	1.2	1.2	-1	-6	-18	57*
CC(C)CC(NC(=O)C(NC(=O)C1OC2OC(C)(C)OC2C2OC(C)(C)OC12)C(C)C)C(=O)O (configuration not stated)	-3	-5	-5	0.94	1	-9	1	6	0.6
COc1ccc(S(=O)(=O)Nc2cccc(-c3ccc4nncn4n3)c2)cc1	13	-1	6	0.86	0.87	8	0	14	-2.6
COc1cc(O)c(CC=C(C)C)c(O)c1C(=O)CCc1ccc(O)cc1	6	-4	16	1	0.94	-3	-6	0	8.9
COCCNC(=O)C(c1ccc(C)cc1)N(CCOC)C(=O)CCC(=O)Nc1nccs1 (configuration not stated)	-5	-6	-3	1.2	1	-10	-2	-25	-1.4
COc1ccc(OC)c(NC(=O)COC(=O)CC2CCCCC2)c1	-6	2	3	1	1.1	3	5	-4	-2.7
O=C(NCc1ccco1)/C(=C/c1ccccc1F)NC(=O)c1ccccc1	-4	-6	-12	1.2	1	-4	2	-16	-0.5
Cc1ccc[n+](-c2nc3ccccc3nc2C(=C=[N-])C#N)c1	3&10	-10&-3	-6&6	0.87&1.1	0.97&0.9	-14&-7	-5&-3	13&-13	-1.4&-1.0
N#CC(C(=O)Nc1ccc(Cl)cc1)=C1Nc2ccccc2N1	15	-3	-9	1.2	0.85	-9	-1	-18	0.0
Cc1noc(C)c1C(=O)OCC(=O)c1c(N)n(CC(C)C)c(=O)n(C)c1=O	7	2	-13	1.1	0.93	6	3	-8	-0.3
COC(=O)CCC(=O)N1CCC(CCC(=O)NCc2ccc(F)cc2)CC1	1	-3	5	0.65	0.99	-8	0	35	0.8
O=c1oc([C@@H](O)c2ccccc2)cc2ccccc12	-5	-4	-9	0.85	1	-10	-4	15	-2.1
Cc1cc(NC(=O)CSc2ncc(CO)n2Cc2ccc(F)cc2)no1	1	-9	-3	0.92	0.99	-8	5	8	-0.1
O=C(/C=C/c1ccc(Cl)cc1)N1CCN(c2ccccc2[N+](=O)[O-])CC1	8	-4	42*	1.2	0.92	-3	0	-17	-0.5
O=C(Nc1ccon1)c1ccc(S(=O)(=O)N2CCCCCC2)cc1	0	-9	4	0.96	1	-3	-2	4	2.3
Cc1ccc(OCC(=O)N(C)CCc2ccccn2)cc1	-12	-2	6	1.2	1.1	-4	2	-16	-0.6
COc1ccc(-n2c(C)cc(C=O)c2C)cc1Cl	-3	-3	0	0.97	1	-3	-1	3	0.6
CNC(=O)/C(C#N)=C/c1c(N2CCCCCC2)nc2ccccn2c1=O	-7	-5	-1	0.92	1.1	-8	-4	8	0.4
O=C(NCc1ccccn1)c1ccc(OC2CCN(Cc3ccccc3O)CC2)cc1	5	-1	-2	1.1	0.95	-7	0	-12	-1.1
O=c1[nH]c(=S)[nH]c2c1C(c1cc([N+](=O)[O-])c(N3CCOCC3)cc1N1CCOCC1)O2 (configuration not stated)	8	-2	2	0.82	0.92	-5	-3	18	-0.4
c1ccn(-c2ncnc3sc4c(c23)CCCC4)c1	-2	2	17	1.2	1	-4	0	-16	-0.1
Fc1ccc(CNC(=S)NCc2cccc(Cl)c2)cc1	-68	-2	79*	0.98	1.7	0	-5	2	45
Oc1ccc(-c2nnc(SCC3CCCCC3)o2)cc1	2	-3	-8	1	0.98	-7	-2	-3	55*
Cc1cc(C)c(S(=O)(=O)NCc2cccs2)cc1C	1	0	-5	1.2	0.99	-2	-2	-17	0.7
O=C(O)c1ccc(NS(=O)(=O)c2ccc3c(c2)OCCO3)cc1	-7	-3	-4	0.98	1.1	-16	-3	2	-2.7
O=C(COC(=O)c1cnc(Cl)c(Cl)c1)NCc1cccs1	7	1	-5	0.97	0.93	0	-3	2	-0.6
C[C@H]1CN=C(N(C)C)N1CC1CCC(C(C)(C)C)CC1 (some centres not stated)	-4	-3	4	1	1	-5	-8	0	1.9
COc1cc(NC(=O)CCC2CCCC2)cc(-n2cnnn2)c1	-24	-2	-11	0.94	1.2	-10	2	6	11
Cc1ccc(-n2nnc3c(=O)n(CC(=O)OCc4ccccc4)cnc32)cc1	1	-4	-4	1	0.99	-9	-1	0	0.6
CC(C)(C)C(=O)Nc1cc(NC(=O)C(C)(C)C)cc(C(=O)NNC(=O)c2ccncc2)c1	4	26	-7	1	0.96	6	-5	-1	1.0
Cc1ccc(SCc2cn3c(C)cc(C)nc3n2)cc1	6	-3	-5	1.1	0.94	-5	-1	-12	-0.1
CCSc1ccc(C(=O)Nc2ccc(Br)cn2)cc1[N+](=O)[O-]	3	2	-12	0.92	0.97	9	-5	8	1.4
O=C1c2ccccc2C(=O)N1OCc1ccc(Cl)cc1	0	-1	1	0.84	1	-4	-4	16	-4.7
CC(C)Cn1c(SCC(=O)O)nnc1-c1cccc(S(=O)(=O)N2CCOCC2)c1	-4	-2	-10	1.1	1	-5	-1	-8	-0.9
CCOc1cc(C)c(Cl)cc1S(=O)(=O)NCC1CCCO1 (configuration not stated)	1	-4	1	0.9	0.99	-7	-1	10	1.6
COc1ccc(CN2C(=O)C(O)(CC(=O)c3ccc4c(c3)OCO4)c3ccccc32)cc1OC (configuration not stated)	-1	2	5	0.89	1	-5	-5	11	-0.6
O=C(Nc1cccnc1)c1cc(S(=O)(=O)N2CCCCC2)c(Cl)cc1Cl	1	-6	0	0.92	0.99	-10	-1	8	-1.6
Cc1ccc(C)c(-n2c(SCC(=O)NCC3CCCO3)nnc2-c2ccoc2C)c1 (configuration not stated)	-11	-3	-6	0.87	1.1	-6	-1	13	-0.5
CC(C)(C)c1ccc2c(c1)C(c1ccc3c(c1)OCO3)CC(=O)O2 (configuration not stated)	-6	-1	6	.	1.1	0	.	.	-2.2
CC1(C)Oc2ccc3ccc(=O)oc3c2[C@H](O)[C@H]1O	-5	0	8	1.1	1.1	-1	-2	-12	0.7
CCOc1ccccc1N1CC(C(=O)Nc2nccs2)CC1=O (configuration not stated)	-5	-4	-15	1	1	-5	-2	-4	0.2
Cc1cc(NC(=O)CSc2nc3ccccc3c(=O)n2C(C)c2ccccc2)no1 (configuration not stated)	6	2	-21	0.87	0.94	1	-5	13	-4.8
FC(F)Sc1nnc(-c2cccs2)n1-c1ccccc1	-3	-2	3	0.92	1	-9	9.6*	8	-0.3
CCOc1ccc(CCNC(=O)C2CCN(c3ccc(N4CCOCC4)nn3)CC2)cc1OCC	2	2	-1	1	0.98	-1	1	0	0.0
COc1ccc(CC(=O)Nc2nccs2)cc1OC	-2	-4	2	0.87	1	-6	0	13	25
O=C(Cn1ncc2c3ccccc3n(Cc3ccccc3F)c2c1=O)NC1CC1	-2	-2	1	1.2	1	-1	-1	-24	-1.0
C=CCSc1nnc(NC(=O)CSc2nc3ccccc3o2)s1	3	1	7	0.74	0.97	-4	-2	26	1.8
CCN1CCN(S(=O)(=O)c2ccc(Cl)c(C(=O)N(CC)CC(=O)Nc3ccc(OC)cc3)c2)CC1	0	54*	-12	1.3	1	17	-3	-30	-1.2

Part of the list above, as comma-separated lines.
SMILES,mIAP block,APOBEC3A inh,ATG4B inh,hIAP act,mIAP act,APOBEC3G inh,beta cell repl,hIAP inh,MPTP inh
Cc1ccc(C)c(-n2c(SCC(=O)NCC3CCCO3)nnc2-c2ccoc2C)c1 (configuration not stated),-11,-3,-6,0.87,1.1,-6,-1,13,-0.5
CC(C)(C)c1ccc2c(c1)C(c1ccc3c(c1)OCO3)CC(=O)O2 (configuration not stated),-6,-1,6,.,1.1,0,.,.,-2.2
CC1(C)Oc2ccc3ccc(=O)oc3c2[C@H](O)[C@H]1O,-5,0,8,1.1,1.1,-1,-2,-12,0.7

Later entries.
SMILES	mIAP block	APOBEC3A inh	ATG4B inh	hIAP act	mIAP act	APOBEC3G inh	beta cell repl	hIAP inh	MPTP inh
Cn1c(SCc2cc(=O)[nH]c(C(C)(C)C)n2)nnc1C(F)(F)F	5	6	-17	1.2	0.95	2	0	-24	1.7
COc1ccc(/C=C2/SC(=O)N(CCNC(=O)C3CCCN3C(=O)c3cccs3)C2=O)cc1 (configuration not stated)	2	6	-16	0.93	0.98	1	-3	7	3.6
Cc1nnc(NC(=O)CSc2ccc(-c3ccc(Cl)cc3)nn2)s1	2	3	-8	1	0.98	-12	-2	-2	1.3
CCN(C(=O)Cc1c(C(=O)O)n(C)c2ccccc12)c1ccc(F)cc1	-5	-3	-3	0.91	1	-9	-1	9	-0.6
Cc1c(NC(=O)c2cccc(-c3cc4ccccc4oc3=O)c2)cccc1-c1nc2ncccc2o1	9	-3	26	0.99	0.91	-7	0	1	2.9
Cc1ccc2nc(CSc3nnc(Nc4ccccc4C)s3)cc(=O)n2c1	-2	3	20	1.1	1	0	1	-7	-0.1
Cc1ccc(S(=O)(=O)N(C)c2ccc(C(=O)N(CC(C)C)C3CCS(=O)(=O)C3)cc2)cc1 (configuration not stated)	5	1	-6	1	0.95	-11	4	-2	-1.0
COC(=O)C1=C(C)Nc2ccc(C)cc2S1	6	-2	-3	1.2	0.94	-11	-3	-17	-1.5
Nn1cc(-c2ccccc2)nc1SCC(=O)N1CCN(S(=O)(=O)c2ccccc2)CC1	10	0	-20	1	0.9	-3	-1	-5	0.8
CCOC(=O)[C@H]1[C@H]2COc3ccc(Br)cc3[C@@H]2N2C(=O)c3c(C)cc(C)cc3NC(=O)[C@@]12C	18	-3	-11	1.1	0.82	-5	-6	-10	1.1
CCCn1c(N)c(C(=O)CSc2nnc(-c3ccco3)n2Cc2ccccc2)c(=O)[nH]c1=O	9	1	-12	0.91	0.91	-1	-3	9	0.4
Cc1nc2sc(C(c3ccco3)N3CCN(C(c4ccccc4)c4ccccc4)CC3)c(O)n2n1 (configuration not stated)	10	-1	-14	1.2	0.9	-3	-7	-23	-0.2
